Source: PubChem BioAssay (The Scripps Research Institute Molecular Screening Center)
PAFAH1B2 FP inh: PAFAH1B2 (human) inhibition | recombinant PAFAH1B2, FP-rhodamine activity probe, fluorescence polarization | hit rate 1.2% among 340,000 | inhibition, % at 3.39 µM | P68402;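 active = inhibition above the mean of all tested compounds plus 3 SD, cut at about 24% in these data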;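 note: 0% = enzyme with DMSO and 100% = wells lacking PAFAH1B2; many of its hits are not listed in these tables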
Target sequence (P68402 whole entry, looked up): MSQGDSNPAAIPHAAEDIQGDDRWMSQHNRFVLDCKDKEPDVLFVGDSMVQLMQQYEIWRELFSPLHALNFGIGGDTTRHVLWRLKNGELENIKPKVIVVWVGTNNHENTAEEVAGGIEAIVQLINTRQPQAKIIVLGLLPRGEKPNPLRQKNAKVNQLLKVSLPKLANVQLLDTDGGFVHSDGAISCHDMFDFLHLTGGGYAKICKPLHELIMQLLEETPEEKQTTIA
LYPLA2 inh: counter-screen for PME1 inhibitors: inhibitors of human LYPLA2 | AID 2177 | O95372 | hit rate 0.38% among 320,000 | inhibition, % at 5.9 µM | recombinant LYPLA2, FP-Rh probe fluorescence polarization;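 active = inhibition above the screen-wide mean plus 3 SD, limit set per campaign, cut at about 26% in these data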;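 note: 0% = LYPLA2 with DMSO and 100% = wells lacking LYPLA2 enzyme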
PAFAH1B3 inh: blocks human PAF acetylhydrolase 1B catalytic subunit 3 | hit rate 0.28% among 340,000 | AID 492972 | inhibition, % at 3.39 µM | recombinant PAFAH1B3, FP-rhodamine probe, fluorescence polarization;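 active = inhibition above the screen-wide average of all tested compounds plus 3 SD, cut at about 25% in these data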;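 note: 0% = enzyme with DMSO only and 100% = wells lacking PAFAH1B3 protein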
PAD4 FP inh: blocks human protein arginine deiminase 4. recombinant PAD4, RCA probe fluorescence polarization. Q9UM07. hit rate 0.41% among 330,000. AID 485272. inhibition, % at 6.36 µM;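 active = percent inhibition above a cutoff equal to the mean of all tested compounds plus 3 SD, cut at about 15% in these data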;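 note: 0% = PAD4 with RCA probe and DMSO and 100% = probe without PAD4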
pPAFAH inh: inhibitors of human plasma PAF acetylhydrolase (pPAFAH); hit rate 1.5% among 330,000; Q13093; recombinant pPAFAH, FP-rhodamine probe fluorescence polarization; inhibition, % at 3.39 µM;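 active = inhibition above the mean inhibition across the screen plus 3 SD, cut at about 25% in these data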;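 note: inhibitors block binding of the rhodamine activity-based probe so polarization drops; 0% = enzyme with DMSO and 100% = wells lacking pPAFAH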
GSTO1 counter: GSTO1 inhibition, counter-screen for RBBP9 inhibitors; P78417; hit rate 1.1% among 300,000; AID 1974; inhibition, % at 5.96 µM; recombinant GSTO1, activity-based probe fluorescence polarization;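 active = inhibition above the campaign mean inhibition plus 3 SD, cut at about 35% in these data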;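 note: 0% = GSTO1-1 with DMSO and 100% = wells lacking GSTO1-1 enzyme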
PAFAH2 inh: PAFAH2 (human) inhibition; hit rate 0.99% among 340,000; recombinant PAFAH2, FP-rhodamine activity probe, fluorescence polarization; AID 492956; inhibition, % at 3.39 µM; Q99487;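 active = inhibition above the mean over all tested compounds plus 3 SD, cut at about 30% in these data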;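 note: inhibitors block probe labeling of enzyme so polarization drops; 0% = enzyme with DMSO and 100% = wells lacking PAFAH2 protein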
PREPL inh: inhibitors of human prolyl oligopeptidase-like enzyme PREPL; Q4J6C6; recombinant PREPL, fluorescence polarization activity-based probe; inhibition, % at 5.96 µM; hit rate 0.68% among 320,000; in the data active = inhibition above about 43%;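 note: 0% = enzyme with DMSO and 100% = wells lacking enzyme; many of its hits are not listed in these tables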
Target sequence (Q4J6C6 whole entry, looked up): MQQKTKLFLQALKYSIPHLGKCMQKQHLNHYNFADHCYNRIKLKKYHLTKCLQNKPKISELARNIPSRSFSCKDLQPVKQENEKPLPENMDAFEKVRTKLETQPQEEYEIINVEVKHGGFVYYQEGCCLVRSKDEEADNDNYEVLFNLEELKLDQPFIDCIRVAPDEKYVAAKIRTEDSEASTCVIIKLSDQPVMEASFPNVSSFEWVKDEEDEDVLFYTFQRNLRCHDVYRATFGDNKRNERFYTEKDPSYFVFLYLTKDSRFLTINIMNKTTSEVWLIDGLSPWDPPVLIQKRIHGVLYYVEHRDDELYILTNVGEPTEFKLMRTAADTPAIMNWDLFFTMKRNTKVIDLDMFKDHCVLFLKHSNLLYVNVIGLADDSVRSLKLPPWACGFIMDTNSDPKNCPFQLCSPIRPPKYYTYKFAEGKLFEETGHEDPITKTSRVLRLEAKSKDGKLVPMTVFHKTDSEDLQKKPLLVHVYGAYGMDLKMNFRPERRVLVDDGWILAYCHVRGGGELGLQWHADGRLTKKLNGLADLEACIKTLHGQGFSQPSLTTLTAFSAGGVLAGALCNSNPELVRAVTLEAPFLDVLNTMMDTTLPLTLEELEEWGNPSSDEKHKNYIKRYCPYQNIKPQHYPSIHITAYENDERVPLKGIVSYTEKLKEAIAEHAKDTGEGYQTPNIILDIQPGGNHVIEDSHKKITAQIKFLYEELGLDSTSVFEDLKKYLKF
LYPLA1 counter: LYPLA1 (human) inhibition in PME1 counter-screen | AID 2174 | recombinant LYPLA1, FP-Rh probe fluorescence polarization | hit rate 0.16% among 320,000 | inhibition, % at 5.9 µM | O75608;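 active = inhibition above the mean of all tested compounds plus 3 SD, set per campaign, cut at about 14% in these data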;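 note: inhibitors block serine hydrolase probe labeling of LYPLA1 so polarization falls; 0% = enzyme with DMSO and 100% = wells lacking LYPLA1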
Numbers without * were called inactive; · = no result given.

Molecule	PAFAH1B2 FP inh	LYPLA2 inh	PAFAH1B3 inh	PAD4 FP inh	pPAFAH inh	GSTO1 counter	PAFAH2 inh	PREPL inh	LYPLA1 counter
Cc1ccnc(NC(=O)c2cc3ccccc3o2)c1	1.7	-1.0	4.0	-4.3	-0.1	-12.2	-0.6	10.9	1.0
O=S(=O)(c1ccccc1)c1ccc(C(F)(F)F)cn1	-2.1	-4.7	-1.4	-2.8	-0.2	2.6	4.7	-11.1	-1.4
O=C1CCCCN1CCC(=O)N1CCCC(N2CCN(c3cccc(Cl)c3)CC2)C1 (stereo unspecified)	-4.9	-0.4	-1.2	-1.5	0.8	4.3	-3.0	30.6	0.2
Cc1ccc(CNC(=O)CSc2ncccn2)cc1	1.7	-1.9	1.0	1.5	4.6	4.2	3.0	-7.9	0.4
CN(C(=O)COC(=O)c1ccc(Cl)nc1)c1c(N)n(Cc2ccccc2)c(=O)[nH]c1=O	-2.8	4.1	-2.5	-7.8	2.6	·	-0.5	-5.8	-1.2
CCOC(=O)c1sc(C)c2c(=O)n(CC)nnc12	-0.8	-1.4	2.4	-4.4	-4.5	2.6	-16.4	19.2	-2.2
CCC(CC)NC(=O)c1cc(OC)c(OC)cc1[N+](=O)[O-]	-2.1	-2.2	6.1	-4.0	-0.1	5.0	2.5	-2.9	-3.2
COc1cc(C2C(C#N)=C(N)Oc3n[nH]c(-c4cccnc4)c32)cc(Br)c1O (stereo unspecified)	-0.2	-4.9	4.8	21.3*	6.7	13.8	-14.3	2.0	0.2
CC(=O)c1cccc(NC(=O)C2C3C=CC(C4CC34)C2C(=O)O)c1 (stereo unspecified)	-0.7	-3.5	2.6	-1.4	1.0	3.4	6.2	-4.0	-1.9
NNC(=O)CSc1nnc(-c2ccccc2)n1-c1ccccc1	17.7	-3.2	5.5	-3.9	-3.4	-2.1	1.1	21.4	-5.0
Cn1c(=O)c2c(-c3ccccc3)n(C3CCCCC3)cc2n(C)c1=O	8.4	9.8	13.7	-4.7	17.5	1.4	4.5	1.0	5.2
Cc1ccc(-n2nc(C)c3c(C)c(CCC(=O)Nc4ccc(CN5CCCC5)cc4)c(C)nc32)cc1	0.7	-8.1	-1.2	-5.9	-7.2	-5.4	-7.4	-30.9	-5.8
O=C(c1ccco1)N1CCCC(c2nc(-c3ccc(S(=O)(=O)NCc4ccccc4)cc3)no2)C1 (stereo unspecified)	2.0	24.4	8.6	-2.0	6.0	-5.5	-5.6	10.7	9.8
CN(C)CCCN(C(=O)c1ccc(S(=O)(=O)N2CCOCC2)cc1)c1nc2cc3c(cc2s1)OCO3	6.7	3.8	0.1	-4.1	4.5	3.6	-6.7	17.4	4.2
Cc1cccc(N2C(=O)C(Oc3ccc(Cl)cc3Cl)C2C=O)c1C (stereo unspecified)	4.0	-2.4	-8.1	3.7	1.3	2.2	10.1	15.0	-2.5
CC12CCC(C(=O)N3CCN(Cc4ccccc4)CC3)(OC1=O)C2(C)C (stereo unspecified)	0.1	5.4	1.4	1.8	5.2	-4.3	3.2	2.5	-1.9
Cc1nc(SCc2nc3cc(Cl)c(F)cc3[nH]2)c2oc3ccccc3c2n1	-29.1	·	-55.8	3.9	-25.5	·	-66.5	-9.4	·
COc1ccc(NS(=O)(=O)c2c(F)cc(F)c(Cl)c2F)cc1S(=O)(=O)N1CCCCC1	6.5	-2.2	10.7	0.3	7.9	6.8	0.8	10.2	0.6
Cc1cc(=O)oc2cc(NC(=O)c3cc(F)ccc3F)ccc12	-3.0	-0.2	-2.0	1.0	2.4	·	9.5	2.4	-4.3
Cc1nn(Cc2ccccc2)c(=O)n1N(C)c1ncc(C(F)(F)F)cc1Cl	3.4	0.7	3.2	-2.1	3.3	3.6	-1.6	3.1	-0.8

Going on with the list.
Molecule	PAFAH1B2 FP inh	LYPLA2 inh	PAFAH1B3 inh	PAD4 FP inh	pPAFAH inh	GSTO1 counter	PAFAH2 inh	PREPL inh	LYPLA1 counter
COc1ccccc1Cn1nc(C(=O)O)c2ccccc2c1=O	7.0	-4.5	0.6	0.6	12.8	2.6	5.1	-12.3	1.5
O=C(CCC1CCCC1)N1CCN(C2CCCC2)CC1	-0.4	-1.6	1.0	0.3	4.8	6.8	-4.8	9.4	0.2
N#CCc1ccc(NC(=O)c2ccc(S(=O)(=O)N3CCCC3)cc2)cc1	-0.9	4.8	-4.9	1.5	-6.2	-1.3	7.3	-1.7	0.1
Cn1ccnc1SCC(=O)N1CCc2ccccc21	-0.8	-0.7	7.4	6.1	6.2	17.4	-1.9	8.5	-5.0
Cc1cccc(C)c1NC(=S)NCCCN1CCCC1=O	2.0	2.4	9.1	-1.0	-0.4	3.6	-4.4	-1.7	-2.5
Cc1ccc(Cn2nnc3c(=O)[nH]c(C(=O)NCc4ccco4)nc32)cc1	10.9	0.7	11.0	0.1	2.2	-4.0	4.2	6.7	-2.2
O=C(Nc1ccc2c(c1)OCCO2)C1CCCN(c2ncccn2)C1 (stereo unspecified)	3.8	0.4	1.1	5.8	5.3	-2.3	-2.4	2.9	-1.6
O=C1NCCN1c1ncc([N+](=O)[O-])s1	3.2	-3.7	0.8	-4.2	2.0	4.1	-5.8	-2.4	-2.9
CCCc1cc(=O)n2nc(N3CCC(C(=O)N4CCN(c5cccc(OC)c5)CC4)CC3)sc2n1	3.3	9.0	10.3	-3.3	0.0	-3.7	0.4	24.8	1.4
COc1ccc(/C=C(/NC(=O)c2ccc(C)cc2)c2nc3ccccc3[nH]2)cc1OC	6.1	5.2	8.1	-2.9	1.1	1.7	-7.3	5.0	-0.8
CC(C)(C)c1cc(C(=O)NCc2ccco2)ccn1	-3.4	5.1	2.0	0.7	7.6	-2.4	4.5	9.1	-0.4
COC(=O)CCSCC(=O)Nc1nnc(C)s1	6.3	-0.6	4.1	-0.5	0.3	3.2	4.7	3.2	-1.8
CCOc1ccc2nc(SCC(=O)N(CCOC)c3c(N)n(Cc4ccccc4)c(=O)[nH]c3=O)[nH]c2c1	8.6	-3.7	7.6	0.4	2.2	4.4	-0.3	-3.3	-0.9
CCN1CCN(c2ncnc3scc(-c4ccc(C)cc4)c23)CC1	2.2	12.1	10.9	-0.7	6.4	-1.6	-5.6	1.5	3.9
C/C(CC(=O)Nc1cc(C)ccn1)=N\NC(=O)c1cccc(C)c1	-2.8	0.0	8.5	1.4	4.2	6.0	0.8	21.5	1.9
COC(=O)c1cc(Br)c(=O)n(CCN2CCCC2)c1	2.3	-2.9	4.2	-2.7	5.7	2.6	7.8	8.0	-0.5
CCCCN(C(=O)CN1CC(C)OC(C)C1)c1c(N)n(CC(C)C)c(=O)[nH]c1=O (stereo unspecified)	2.9	1.3	0.8	-1.7	4.0	0.9	-7.1	-0.2	-0.4
Cc1cc(N2C(=O)C(O)=C(C(=O)c3cc4ccccc4o3)C2c2ccc(Cl)cc2)no1 (stereo unspecified)	4.7	-8.6	7.3	-2.2	6.1	-68.6	10.2	33.4	-9.6
Cc1ccc(Cn2ccc(NC(=O)c3nn(C)cc3Cl)n2)cc1	4.1	-0.9	5.3	3.0	-5.7	-6.0	-2.4	1.6	0.6
Fc1ccccc1N1CCN(C2CCCN(Cc3ccccc3C(F)(F)F)C2)CC1 (stereo unspecified)	5.0	9.0	6.9	-2.5	3.8	2.1	5.4	5.2	0.9

Carrying on:
Molecule	PAFAH1B2 FP inh	LYPLA2 inh	PAFAH1B3 inh	PAD4 FP inh	pPAFAH inh	GSTO1 counter	PAFAH2 inh	PREPL inh	LYPLA1 counter
COc1cc(NC(=O)Nc2ccccc2OC)c(OC)cc1NC(=O)CN1CCCCC1	4.1	-4.5	4.9	-0.2	15.9	-0.9	2.4	7.8	-0.7
Cc1ncc(CO)c(CO)c1O	1.8	3.1	6.2	-0.1	-1.2	6.8	3.0	-0.6	-2.3
O=C1CCC/C=C\C[C@H](CC(=O)N(CCO)Cc2ccccc2)C(=O)N2CCC[C@@H]2CO1	0.6	·	-0.7	2.0	5.0	·	6.0	0.9	·
COc1cc(C(C(=O)NC2CCCCC2)N(Cc2ccco2)C(=O)c2cnccn2)cc(OC)c1OC (stereo unspecified)	2.2	-5.3	9.4	5.8	1.8	7.4	-5.1	5.2	-4.9
O=C(Nc1ccncc1)c1ccc(N2CCCC2=O)cc1	-2.3	-1.1	7.3	-1.2	-8.6	8.9	0.4	-2.2	-10.5
CC1CN(S(=O)(=O)c2ccc(C(=O)NCCCn3ccnc3)cc2)CC(C)O1 (stereo unspecified)	-1.5	0.9	0.9	-1.4	0.1	4.1	4.4	11.0	-1.6
COc1ccc(-c2cc(C(=O)Nc3cc(OC)c(OC)c(OC)c3)no2)cc1	5.0	5.3	-3.4	-2.8	2.0	-1.9	-2.2	4.8	1.1
CCCCCN(C(=O)CCC(=O)OC(C)C(=O)c1ccc(Cl)cc1)c1c(N)n(CCCC)c(=O)[nH]c1=O (stereo unspecified)	7.2	3.7	6.4	-6.9	4.2	0.5	6.3	8.2	-0.3
COC(=O)C1(S(=O)(=O)c2cccc3nsnc23)CC1	4.4	-2.6	8.7	-0.1	4.6	12.1	-2.3	-3.6	-0.6
O=C(O)/C=C/C(=O)N1CCc2ccccc21	1.5	10.6	7.2	2.6	1.7	5.1	-3.3	9.5	4.6
COc1cc(/C(=C/c2ccccc2)c2ccccc2)c2c(c1)oc1ccccc12	-2.9	-9.6	-3.1	1.6	-2.8	8.7	2.2	-2.9	-4.4
COc1ccc(C2N(c3ccc(C)cc3)CCN2c2ccc(C)cc2)cc1O	6.4	-1.1	11.0	-7.8	-1.6	7.6	2.5	-0.5	-1.3
Cc1[nH]c2ccccc2c1SCC(=O)N1CCCCC1	4.7	-2.1	4.4	3.0	1.9	13.3	6.7	0.8	0.0
CCCCCCSc1nsc(N)n1	3.2	-3.7	0.2	2.8	2.2	-2.1	4.8	7.0	-1.4
COc1ccc(CN(CC(=O)NCc2ccco2)C(=O)CCC(=O)Nc2nccs2)cc1	-2.7	3.7	10.3	-5.0	3.2	-1.9	5.5	1.4	5.2
Oc1cccc(/C=N/Nc2ccc(Cl)nn2)c1O	12.8	-8.4	55.2*	-6.1	54.6*	73.0*	15.9	15.6	-3.2
O=C(CCc1nnc2ccc(NCc3ccco3)nn12)Nc1ccccc1F	2.9	6.0	8.9	-3.5	4.9	23.0	4.6	1.3	-1.9
COc1ccc(CC(C(=O)Nc2cccc(F)c2)c2nn[nH]n2)c(OC)c1 (stereo unspecified)	6.6	-4.5	8.4	0.6	5.8	-2.8	5.2	1.5	-5.7
Cc1nc(Cl)sc1C(=O)Nc1ccc(C(F)(F)F)cc1	-1.5	1.6	-1.5	-0.4	-1.2	21.6	-9.5	1.1	2.6
CCOc1cc(/C=N\NC(=O)c2ccc(NC(=O)CC)cc2)ccc1OC(=O)c1ccccc1	3.0	-3.2	0.8	-0.1	0.2	-1.1	-2.5	3.6	-5.0
Cc1cccc(NC(=O)c2ccc3[nH]c(=O)c(=O)[nH]c3c2)n1	6.2	19.9	6.2	-4.8	8.1	4.1	5.0	-0.8	-1.1
Cc1cc(NC(=O)c2ccc(C)s2)n(-c2ccccc2)n1	0.5	-1.0	14.9	-4.8	1.2	0.3	-2.0	-2.9	-1.2
CCSc1ccccc1C(=O)Nc1nncs1	3.4	-0.8	-3.5	-2.6	8.2	-4.4	3.4	-0.4	-3.5

These rows are one share of the data, so the mix of outcomes need not match the whole.
